Bioassay records: PubChem BioAssay, several laboratories
Fam108B counter: Fam108B inhibition, counter-screen for RBBP9 inhibitors; AID 1947; 300,000 compounds, 0.33% hits; inhibition, % at 9.51 µM; recombinant Fam108B, FP-Rh probe fluorescence polarization;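 active = inhibition above the screen mean inhibition plus 3 SD, computed separately per campaign, cut at about 18% in these data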;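 also: inhibitors lower polarization as less probe binds the enzyme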
AHR activator: activators of human aryl hydrocarbon receptor; 320,000 compounds, 2.5% hits; activation, % at 5 µM; P35869; AHR-responsive luciferase reporter cells, luminescence; in the data active = activation above about 47%;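 also: 0% = vehicle wells and 100% = reference agonist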
PAFAH1B2 inh: PAFAH1B2 (human) inhibition | recombinant PAFAH1B2, FP-rhodamine activity probe, fluorescence polarization | inhibition, % at 3.39 µM | 340,000 compounds, 1.2% hits;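 active = inhibition above the mean of all tested compounds plus 3 SD, cut at about 24% in these data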;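 also: 0% = enzyme with DMSO and 100% = wells lacking PAFAH1B2; many of its hits are not listed in these tables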
Target sequence (P68402 whole entry, looked up): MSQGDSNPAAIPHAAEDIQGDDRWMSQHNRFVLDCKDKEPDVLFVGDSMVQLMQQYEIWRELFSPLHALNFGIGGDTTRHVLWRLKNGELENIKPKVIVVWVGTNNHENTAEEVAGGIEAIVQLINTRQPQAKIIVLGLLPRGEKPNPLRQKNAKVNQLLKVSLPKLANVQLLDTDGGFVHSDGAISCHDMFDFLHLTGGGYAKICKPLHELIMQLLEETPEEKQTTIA
GLD-1 TGE inh: GLD-1-TGE RNA interaction inhibition (C. elegans) | Q17339 | inhibition, % at 5.96 µM | purified GLD-1 + fluorescein TGE RNA, fluorescence polarization | 320,000 compounds, 0.44% hits;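 active = percent inhibition above a per-plate cutoff, the plate mean of test compounds plus 3 SD, cut at about 30% in these data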;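 also: 0% = DMSO wells with GLD-1 and probe and 100% = wells lacking GLD-1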
Target sequence (Q17339 whole entry, looked up): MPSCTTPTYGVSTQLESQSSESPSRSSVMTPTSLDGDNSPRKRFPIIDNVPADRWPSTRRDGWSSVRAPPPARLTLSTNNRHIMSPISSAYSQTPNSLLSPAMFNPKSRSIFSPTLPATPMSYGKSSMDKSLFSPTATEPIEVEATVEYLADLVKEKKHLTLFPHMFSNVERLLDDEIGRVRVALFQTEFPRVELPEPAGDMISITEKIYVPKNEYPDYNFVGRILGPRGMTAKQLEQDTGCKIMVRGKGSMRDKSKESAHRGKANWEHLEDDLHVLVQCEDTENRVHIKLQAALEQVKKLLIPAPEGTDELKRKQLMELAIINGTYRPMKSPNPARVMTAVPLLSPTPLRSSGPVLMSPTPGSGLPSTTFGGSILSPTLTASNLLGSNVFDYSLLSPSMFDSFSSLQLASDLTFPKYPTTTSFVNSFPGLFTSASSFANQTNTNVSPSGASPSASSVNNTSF
PME-1 inh: blocks human protein phosphatase methylesterase 1; recombinant PME-1, FP-Rh probe fluorescence polarization; AID 2130; 320,000 compounds, 0.53% hits; inhibition, % at 5.9 µM; Q9Y570;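 active = inhibition above the campaign mean of all compounds plus 3 SD, cut at about 26% in these data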;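 also: competitive labeling of PME-1 active site by serine hydrolase directed probe; 0% = PME-1 with DMSO and 100% = wells lacking PME-1 enzyme; inhibitors block probe labeling so polarization falls and inhibition rises; many of its hits are not listed in these tables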
MEX-5 binding: C. elegans MEX-5 TCR-2 RNA binding activity; Q9XUB2; MEX-5/FITC-TCR2 RNA binding, fluorescence polarization; active compounds read low; activity score (negative = inhibition of binding), % at 10 µM; 300,000 compounds, 0.38% hits;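 active = inhibition past about -25% in most replicates, and total fluorescence under double the plate's negative control median, limit read from the data; inconclusive = replicates evenly split on the limit, or fluorescence at least double controls; inactive = too little inhibition in most replicates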;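 also: 0% = DMSO and -100% = 5 µM competing unlabeled TCR2 RNA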
BCLXL inh: Bcl-xL (human) inhibition. Q07817. GST-Bcl-xL / FITC-Bim BH3 peptide fluorescence polarization. inhibition, % at 10.9 µM. 320,000 compounds, 0.7% hits;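 active = inhibition above the mean of all tested compounds plus 3 SD, cutoff set per campaign, cut at about 30% in these data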;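 also: 0% = DMSO wells and 100% = unlabeled Bim-BH3 peptide competitor; inhibitors lower millipolarization by displacing the labeled peptide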
Target sequence (Q07817 whole entry, looked up): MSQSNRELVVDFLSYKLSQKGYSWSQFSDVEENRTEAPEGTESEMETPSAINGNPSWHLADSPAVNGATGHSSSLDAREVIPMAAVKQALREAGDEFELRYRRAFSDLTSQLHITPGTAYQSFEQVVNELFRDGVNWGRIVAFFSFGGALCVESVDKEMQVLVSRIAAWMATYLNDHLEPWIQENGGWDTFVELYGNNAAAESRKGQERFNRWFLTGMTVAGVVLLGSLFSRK
MCL1 BIM primary: inhibitors of human MCL1 binding to BIM-BH3 peptide | 320,000 compounds, 0.68% hits | AID 2057 | GST-MCL1 / FITC-Bim-BH3 fluorescence polarization | Q07820 | inhibition, % at 10.9 µM;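 active = inhibition above the mean inhibition of all tested compounds plus 3 SD, set per campaign, cut at about 40% in these data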;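 also: 0% = DMSO wells and 100% = unlabeled Bim-BH3 peptide control; higher means more loss of mP so more displacement of Bim peptide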
pPAFAH inh: inhibitors of human plasma PAF acetylhydrolase (pPAFAH); 330,000 compounds, 1.5% hits; recombinant pPAFAH, FP-rhodamine probe fluorescence polarization; inhibition, % at 3.39 µM; AID 463082; Q13093;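 active = inhibition above the mean inhibition across the screen plus 3 SD, cut at about 25% in these data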;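 also: inhibitors block binding of the rhodamine activity-based probe so polarization drops; 0% = enzyme with DMSO and 100% = wells lacking pPAFAH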
* hit, by the source's call; ? = inconclusive; . = no result given.

Below each SMILES: Fam108B counter	AHR activator	PAFAH1B2 inh	GLD-1 TGE inh	PME-1 inh	MEX-5 binding	BCLXL inh	MCL1 BIM primary	pPAFAH inh
(1) O=C(COC(=O)c1ccc2c(c1)C(=O)N(CCc1ccccc1)C2=O)Nc1ccc(OC(F)F)cc1
  -3	11	5	0	-4	4.3	1	1	25*
(2) CCOC(=O)CN(C(=O)CSc1nnc(CNc2ccc(F)cc2)n1C)c1ccccc1
  3	8	0	45*	2	0.8	-2	-9	3
(3) CCOc1ccc(C(=O)COC(=O)c2nc3nccc(C)n3n2)cc1
  .	2	0	0	-4	.	-2	0	0
(4) S=C(NCCc1ccccc1)N1CCCC1
  -1	6	9	4	-2	2.0	2	1	2
(5) CC(=O)c1ccc(NC(=O)C(C)Sc2nnc(C3CC3)n2C2CC2)cc1 (stereo unspecified)
  .	-1	0	4	3	.	-1	5	2
(6) CCOc1cccc(CNCCNC(=O)c2nonc2N)c1
  -1	1	5	6	2	0.2	-1	-3	-4
(7) O=C(NCCc1nc2ccccc2[nH]1)/C(=C/c1ccco1)NC(=O)c1ccc(Br)cc1
  0	1	4	0	0	-0.9	6	0	3
(8) O=C(c1ccc(N2CCOCC2)c([N+](=O)[O-])c1)N1CCN(S(=O)(=O)c2cccs2)CC1
  0	-4	-2	5	-1	1.9	-3	-8	4
(9) O=C1c2ccc(Oc3ccc4c(c3)C(=O)N(CCCCO)C4=O)cc2C(=O)N1CCCCO
  -7	-2	-1	-4	-5	0.8	9	5	3
(10) COc1ccc(C2(c3ccc(OC)cc3)NC(=O)N(CC(=O)NC(C)C)C2=O)cc1
  -2	-1	3	4	4	0.3	5	-3	6
(11) CSc1ccccc1C(=O)N1CCC(CCC(=O)NCc2ccc(F)cc2)CC1
  -1	-3	3	-38	7	-1.0	5	1	0
(12) O=C(O)CSCC(=O)NCc1ccccc1
  -2	0	1	5	-3	-0.3	0	-1	1
(13) CCOc1ccc(-n2cnnn2)cc1S(=O)(=O)N1CCCCC1
  -1	1	4	3	0	-0.9	1	0	3
(14) Nc1ccccc1SCc1ccccc1
  -3	6	10	7	-2	-1.2	3	-5	4
(15) CCCNC(=O)c1ccc(Cl)c(Cl)c1
  4	-3	2	-3	2	-0.6	2	3	6

Three entries from above, with each value named:
15	CCCNC(=O)c1ccc(Cl)c(Cl)c1
  Fam108B counter = 4 | AHR activator = -3 | PAFAH1B2 inh = 2 | GLD-1 TGE inh = -3 | PME-1 inh = 2 | MEX-5 binding = -0.6 | BCLXL inh = 2 | MCL1 BIM primary = 3 | pPAFAH inh = 6
1	O=C(COC(=O)c1ccc2c(c1)C(=O)N(CCc1ccccc1)C2=O)Nc1ccc(OC(F)F)cc1
  Fam108B counter = -3 | AHR activator = 11 | PAFAH1B2 inh = 5 | GLD-1 TGE inh = 0 | PME-1 inh = -4 | MEX-5 binding = 4.3 | BCLXL inh = 1 | MCL1 BIM primary = 1 | pPAFAH inh = 25*
13	CCOc1ccc(-n2cnnn2)cc1S(=O)(=O)N1CCCCC1
  Fam108B counter = -1 | AHR activator = 1 | PAFAH1B2 inh = 4 | GLD-1 TGE inh = 3 | PME-1 inh = 0 | MEX-5 binding = -0.9 | BCLXL inh = 1 | MCL1 BIM primary = 0 | pPAFAH inh = 3

The listing picks up, repeating the 3 entries before the break.
Below each SMILES: Fam108B counter	AHR activator	PAFAH1B2 inh	GLD-1 TGE inh	PME-1 inh	MEX-5 binding	BCLXL inh	MCL1 BIM primary	pPAFAH inh
(13) CCOc1ccc(-n2cnnn2)cc1S(=O)(=O)N1CCCCC1
  -1	1	4	3	0	-0.9	1	0	3
(14) Nc1ccccc1SCc1ccccc1
  -3	6	10	7	-2	-1.2	3	-5	4
(15) CCCNC(=O)c1ccc(Cl)c(Cl)c1
  4	-3	2	-3	2	-0.6	2	3	6
(16) Cc1ccc(NC(=O)CCNC(=O)c2ccccc2Cl)cc1S(=O)(=O)N(C)C
  0	1	2	3	4	0.9	3	-9	3
(17) COc1cc2c(C(=O)N3CCN(C)CC3)c(CSc3ccccc3)n(C)c2cc1Br
  3	1	-4	1	5	0.1	12	11	4
(18) COc1ccc(Cl)cc1C(=O)CSc1nc(N)cc(N)n1
  -2	-2	-1	2	1	1.1	5	4	2
(19) CC(C)(C)c1ccc(-c2nc(C#N)c(NCc3cccnc3)o2)cc1
  2	9	-4	3	-4	-0.3	4	6	10
(20) CCCCN1C(=N)N([C@@H](C)CN2CCC[C@H]2CN2C(N)=NC[C@H]2CC(C)C)C[C@H]1[C@H](C)CC
  .	-1	1	1	.	.	.	.	-4
(21) O=C(C(=O)N1CCN(c2ccc([N+](=O)[O-])cc2)CC1)c1cn(CC(=O)N2CCOCC2)c2ccccc12
  -1	0	-4	0	-4	-6.9	5	1	1
(22) Cc1nnc(-c2ccccc2)[nH]c1=O
  4	1	2	-4	-5	0.4	1	5	-3
(23) CCOc1cccc(C(=O)Nc2ccncc2)c1
  3	37	0	4	5	-0.8	6	3	0
(24) CC1CCCC(C)N1C(=O)COC(=O)CCC(=O)c1ccc(F)cc1 (stereo unspecified)
  .	1	4	3	.	.	.	.	1
(25) COc1ccc(C(C)=O)cc1COC(=O)C(CO)NS(=O)(=O)c1ccc(Br)cc1 (stereo unspecified)
  -2	1	20	-1	9	2.0	-9	-2	6
(26) CC(=O)N1CCC2(CC1)CC(=O)c1cc(OCC(=O)NCc3ccc(C)cc3)ccc1O2
  -2	10	4	6	5	0.1	0	-1	-4
(27) O=C(CN1CCOCC1)Nc1ccc2c(c1)OC(F)(F)O2
  -2	2	9	4	1	-3.3	-2	5	3
(28) O=C(c1ccco1)N1CCN(C(c2ccccc2Cl)c2nnnn2Cc2ccco2)CC1 (stereo unspecified)
  0	9	0	-2	9	.	6	-7	12
(29) CCN(CC(=O)NCc1cccs1)C(=O)Cc1ccc(Cl)c(Cl)c1
  .	-1	3	2	.	.	.	.	-1
(30) O=S(=O)(Nc1c(O)ccc2ccccc12)c1ccccc1
  2	54*	2	-10	0	0.0	16	8	11
(31) Cn1c(=O)c2c(-c3ccccc3)n(-c3ccccc3O)cc2n(C)c1=O
  -4	1	10	9	6	0.8	4	5	3
(32) O=C(CC1C[C@H](C(=O)N2CCCCC2)[C@@]2(CCc3ccccc3)c3[nH]c4ccccc4c3CCN2C1=O)NCc1cccc(C(F)(F)F)c1 (stereo partly specified)
  .	-1	1	3	.	.	.	.	2
(33) Cc1cc(C)nc(/N=C(/NC(=O)Nc2ccc(Cl)c(Cl)c2)Nc2ccccc2)n1
  -1	2	.	11	2	1.5	7	4	8
(34) CCn1cnc2sc(C(=O)N(Cc3ccc(N(C)C)cc3)Cc3ccco3)c(C)c2c1=O
  1	0	7	6	2	-1.0	4	10	9
(35) CCCOc1ccc(-c2nnn(CC(=O)c3c[nH]c4ccccc34)n2)cc1
  -31	1	-6	-26	-23	-7.9	-13	-27	-6
(36) O=c1cc(-c2cccc(F)c2)[nH]c2ccccc12
  0	61*	-1	2	-7	-0.7	7	5	14
(37) COc1ccc2oc(C)c(C(=O)c3ccc([N+](=O)[O-])cc3)c2c1
  7	-2	3	-5	6	-2.8	3	1	-5
(38) O=C(Nc1ccc(OCc2ccccc2)cc1)c1cccc([N+](=O)[O-])c1
  0	10	2	0	-5	1.8	-2	6	5
(39) Cc1c(N(C)C(=O)c2ccc3c(c2)OCO3)c(=O)n(-c2ccccc2)n1C
  -1	1	2	1	-4	-0.1	1	4	4
(40) O=C(CCN1C(=O)C2C3C=CC(C3)C2C1=O)Nc1ccc2c(c1)OCO2 (stereo unspecified)
  -1	11	-2	5	-5	-0.7	9	4	1
(41) CCCCCCCCCCCC(=O)NC1CCS(=O)(=O)C1 (stereo unspecified)
  0	0	4	1	2	1.0	5	4	13
(42) Nc1cccc(-c2cn3cccnc3n2)c1
  7	20	0	0	0	0.2	4	3	4
(43) CC(=O)N=C1SC2CS(=O)(=O)CC2N1c1ccc(-c2nc3ccc(C)cc3s2)cc1 (stereo unspecified)
  -23	13	.	-6	-8	0.2	-16	-102	-6
(44) Cc1ccc(NC(=O)Cn2c(=O)cnc3ccccc32)cc1S(=O)(=O)N1CCCCC1
  .	6	1	-8	-3	.	-3	-4	-6
(45) CCCn1nnc(NC(=S)NC(=O)c2cccs2)n1
  1	12	0	4	5	0.3	9	7	2
(46) N#Cc1cc(-c2ccccc2)oc1NC(=O)c1ccco1
  -4	2	7	6	1	0.9	10	9	4
(47) O=C(CCNC(=O)c1ccc([N+](=O)[O-])cc1)Nc1ccc(F)cc1
  -2	1	1	-2	0	-0.5	-4	-3	-2
(48) Cn1ccc(=NC=C(C#N)C#N)c2ccccc21
  -2	17	6	-16	-2	?	3	3	3
(49) CC(C)CC(NC(=O)C(NC(=O)OC(C)(C)C)C(C)C)C(N)=O (stereo unspecified)
  4	0	5	0	-2	-0.9	4	-5	-6
(50) COc1cccc(NC(=O)CN(c2cccc(C(F)(F)F)c2)S(C)(=O)=O)c1
  0	15	4	4	-2	-1.2	3	9	-1
(51) CN(c1ccc(OCC(=O)Nc2nc3ccccc3s2)cc1)S(=O)(=O)c1ccccc1
  -30	-3	-10	-4	-39	-0.9	9	9	-2
(52) Cc1ccc2nc(SCC(=O)Nc3cccc(Cl)c3)nc(=O)n2c1
  3	-5	4	8	2	-0.4	0	6	4
(53) CCCCCCc1cc2cc(C(=O)Nc3ccccc3)c(=O)oc2cc1O
  -2	1	-1	3	-2	1.9	5	4	4
(54) O=C(c1cc(-c2ccncc2)nc2ccccc12)N1CCN(c2ccc(N3CCOCC3)nn2)CC1
  2	-1	-7	0	-4	-0.6	0	2	-4
(55) O=S(=O)(Nc1cccc2c1CCCC2)c1cccc(C(F)(F)F)c1
  -2	-1	7	-8	10	-0.6	2	-3	7
(56) O=C1C2C3CCCC3=C3CCCC3C2C(=O)N1c1ccccc1 (stereo unspecified)
  0	6	6	5	0	-15	10	14	6

Only part of the results is shown. The share of hits here may be higher or lower than overall.
